# Source: PubChem BioAssay (several laboratories)
# Insulin prom up: MIN6 insulin promoter up-regulation | MIN6 insulin promoter-GFP reporter, high-content imaging; active compounds read high | z-score at 5 µM | 190,000 compounds, 0.3% hits;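 active = z-score above 3 at 5 µM with at least 500 cells counted in the well; inconclusive = wells under 500 cells, flagged as cytotoxic or low count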
# TNAP activators: human TNAP enzyme activators, primary screen, biochemical, luminescent, no phosphate acceptor, uHTS (AID 1001); purified TNAP, luminescent activation assay, no phosphate acceptor; higher activation fold means a stronger effect; activation fold at 20 µM, or EC50 in µM where a hit was titrated; 200,000 compounds, 0.03% hits; in the data active = activation fold from about 3, or a potency from the dose series; inactive = the rest, 99 in 100 with activation fold below about 1.6; note: many of its hits are not listed in these tables
# T cell HTS: T cell immune modulation candidate; 2C CD8+ T cell-vesicle binding, flow cytometry; active compounds read low; 330,000 compounds, 0.068% hits; calls only at 7 µM;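 active = response, share of CD8 T cells binding vesicles, and their 90th percentile fluorescence all below set limits, cut at about 80% in these data, passing the limit was not always enough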
#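 Read-out – percent CD8+ FL2 mean versus row control · System – murine 2C transgenic CD8+ T lymphocytes · Times – 1.5 h cell–vesicle binding at 37 °C, then 20 min icy labelling · Control set – naked vesicles low, QL9 vesicles with vehicle high · Detection – cytometric PE anti-B7-1 and Alexa647 anti-CD8 signals after 1% paraformaldehyde fixation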
# Hep lipid drop: modulators of hepatic lipid droplet formation; AML12 mouse hepatocytes, oleate lipid droplets, BODIPY imaging; AID 1656; inhibition, % at 6.5 µM; 240,000 compounds, 0.4% hits;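 active = lipid droplet intensity inhibited by at least 50%, with more than 500 cells counted; inconclusive = wells with under 300 cells, treated as cytotoxic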
#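 Test system: AML12 hepatocytes (mouse); reagent: oleate loading, 100 µM; dosing: one dose, 6.5 µM compound; incubation: overnight exposure; signal: fluorescence imaging, 20x objective, two fields per well; read-out basis: % inhibition of corrected integrated BODIPY droplet signal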
# bCat nuc transl: alters nuclear translocation of beta-catenin in HeLa cells; immunofluorescence imaging; nuclear translocation activity, % at 5 µM; 190,000 compounds, 0.3% hits;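 active = nuclear translocation activity above 50% at 5 µM, with a well cell count of 50 or more; inconclusive = wells under 50 cells across six images, flagged as toxic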;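 note: per-cell ratio of nuclear to cytoplasmic median beta-catenin stain intensity; plate controls were DMSO negative control for no effect and GSK-3 inhibitor IX positive control for full effect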
#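 assay system = human HeLa cells, endogenous beta-catenin | times = compound treatment 24 h, 37°C, 5% CO2 | detection = Anti-beta-catenin immunofluorescence on PFA-fixed, Triton-permeabilized cells, DAPI nuclei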
# Myeloid diff 2: compounds promoting myeloid differentiation; ER-HoxA9 myeloid progenitors, lysozyme-GFP differentiation, flow cytometry; 360,000 compounds, 1% hits; calls only at 10 µM; AID 624256;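 active = normalized GFP-positive differentiation at or above the plate's own cutoff, the solvent-only control mean plus 3 SD; inconclusive = no clear call, values can overlap the other calls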;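 note: cells exposed to compound for four days before flow analysis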
# PMI inhibitors: MPI enzyme activity inhibition – biochemical, fluorescence intensity, coupled assay, primary screen (AID 1209); one-dose inhibition, % at 20 µM; IC50 in µM for titrated hits; 190,000 compounds, 0.42% hits; purified PMI enzyme, coupled fluorescence intensity; higher % means a stronger effect; in the data active = inhibition above about 50%;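 note: plate controls were DMSO vehicle for no effect and wells lacking substrate for full effect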
# Dynein cargo inh: dynein cargo transport inhibition; 3617.4 mouse cells, GR-EGFP nuclear translocation imaging; test concentration mostly 20 µM; stimulated with dexamethasone, 1 µM; active compounds read low; z-score, hits read low; 220,000 compounds, 0.47% hits;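 active = plate z-score of nuclear minus cytoplasmic receptor signal below a set negative limit, without overly bright fluorescence or cell loss, cut at about -3.5 in these data, passing the limit was not always enough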;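 note: z-score of nuclear minus cytoplasmic ring GR-EGFP intensity difference per well; some compounds called inactive have numbers as strong as hits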
#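 medium = tetracycline-free induction medium containing charcoal-stripped FBS | also added = 1.0 µM final dexamethasone stimulus | schedule = 48 h induction, 1 h compound, 30 min dex at 37 °C | technique = fixed, Hoechst-stained cells imaged at 10x for EGFP | measure = GR-EGFP nuclear translocation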
# MT stabilize HCS: microtubule stabilizers in HeLa cells; HeLa tubulin immunostaining HCS, 24 h; share of cells brighter than vehicle mean+2SD; % tubulin-high responders, % at 10 µM; 200,000 compounds, 0.83% hits; AID 2205;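 active = plate Z-score above 3 for both tubulin-high and condensed-nucleus cell shares, with cell loss under 80%, at 10 µM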;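 note: anti alpha tubulin signal scored within the nucleus-defined area of each cell; some results filed as inactive read as strong as hits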
# Dynein cargo inh cytoplasmic EGFP: recorded beside Dynein cargo inh, whose call it bears; z-score; measured here: cytoplasmic GR-EGFP intensity; active compounds read high
# Dynein cargo inh nuclear GR-EGFP: second read-out of Dynein cargo inh, no call of its own (marks repeat the call); z-score; measured here: nuclear GR-EGFP intensity;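 lower value marks the stronger effect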
# Dynein cargo inh cell count: recorded beside Dynein cargo inh, whose call it bears; z-score; measured here: cell count per field
# Insulin prom up cell count: also measured in Insulin prom up; calls as there; cell count; measured here: cytotoxicity, nuclei count;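 total cells summed across four imaged fields per well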
# Hep lipid drop cells 6.5 µM: second read-out of Hep lipid drop, no call of its own (marks repeat the call); cell count; measured here: cell count, cytotoxicity flag;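 cells counted across two imaged fields per well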
# bCat nuc transl cell count 5 µM: also measured in bCat nuc transl; calls as there; cell count; measured here: cell count, cytotoxicity flag
# T cell HTS vesicle-bound %: recorded beside T cell HTS, whose call it bears; double positive events, %; measured here: CD8+ vesicle-bound cell fraction;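 binding gate set so that unloaded-vesicle control wells show 10% double positive cells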
# MT stabilize HCS Hoechst-high %: second read-out of MT stabilize HCS, no call of its own (marks repeat the call); % Hoechst-high responders; measured here: nuclear condensation Hoechst responders;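 share of cells brighter than vehicle mean plus two SD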
# MT stabilize HCS cytotoxicity %: recorded beside MT stabilize HCS, whose call it bears; toxicity, %; measured here: cytotoxicity by cell density;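 0% = mean cell density of plate MIN control wells and 100% = no cells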
# Myeloid diff 2 GFP+ MAC1+ %: also measured in Myeloid diff 2; calls as there; GFP+ MAC1+ double positive, %; measured here: differentiation confirmed by MAC1 staining
# An asterisk follows results filed as active; i = inactive; ? = inconclusive; / = no result given.
SMILES,Insulin prom up,Insulin prom up cell count,TNAP activators,T cell HTS,T cell HTS vesicle-bound %,Hep lipid drop,Hep lipid drop cells 6.5 µM,bCat nuc transl,bCat nuc transl cell count 5 µM,Myeloid diff 2,Myeloid diff 2 GFP+ MAC1+ %,PMI inhibitors,Dynein cargo inh,Dynein cargo inh cytoplasmic EGFP,Dynein cargo inh nuclear GR-EGFP,Dynein cargo inh cell count,MT stabilize HCS,MT stabilize HCS Hoechst-high %,MT stabilize HCS cytotoxicity %
CC(Sc1nnc(N)s1)C(=O)Nc1ccc(N2CCOCC2)cc1 (stereo not drawn),0.05,904,1,i,31,-2,735,-3.0,1051,i,0.5,0%,0.87,-0.18,0.47,1.2,5.5,2.3,7.2
Nc1ccnn1Cc1ccncc1,2.4,1517,1,i,36,1,602,0.7,996,i,0.3,12%,-0.067,-0.35,0.16,0.6,0.8,1.1,5.6
COC(=O)CN1C2=NCCCN2c2ccccc21,0.25,1452,1.1,i,44,2,677,0.4,1469,i,0.4,-3%,-1.2,-0.34,-0.83,2.1,4.6,1.9,11
COc1ccc(N2CCN(S(=O)(=O)c3cnc[nH]3)CC2)cc1,-0.07,1484,/,i,27,5,694,-3.7,1114,i,0.1,/,0.33,-0.28,-0.16,0.5,/,/,/
Cc1cc(C)cc(NC(=O)CSc2nc3[nH]ncc3c(=O)[nH]2)c1,-0.08,1205,1.5,i,20,?,/,-1.4,983,i,0.4,11%,-0.19,-0.3,-0.33,0.2,3.2,2.2,8.5
COc1ccc(C2OC(=O)CC2C(=O)NC2CCCCCC2)cc1OC (stereo not drawn),0.9,1400,1.1,i,14,/,/,2.4,1431,i,0.6,8%,0.052,-0.24,0.18,0.84,2.3,2.0,17
C=CCn1c(SCC(=O)N2N=C(c3ccco3)CC2c2ccco2)nnc1-c1ccncc1 (stereo not drawn),0.16,1509,1,i,48,4,633,-3.1,592,i,0.2,57%*,0.45,-0.21,0.25,0.89,2.8,1.2,3.1
Cc1ccc2c(CC(=O)OC3CCOC3=O)coc2c1 (stereo not drawn),0.62,1495,1.1,i,4,/,/,-5.4,946,i,1.0,34%,0.35,-0.21,0.029,0.29,3.4,2.8,14
CC1CCCC(NC(=O)c2ccc(CNc3c(N4CCCC4)c(=O)c3=O)cc2)C1C (stereo not drawn),/,/,1.1,i,28,-7,648,2.1,1160,i,2.8,6%,1.1,-0.2,0.65,-0.013,3.2,3.1,5.7
CC(=O)c1ccc(NC(=O)CSc2nccn2C)cc1,0.7,1254,/,i,58,8,798,-0.5,1315,i,0.5,/,-0.48,-0.26,-0.44,-0.23,/,/,/
CC1CC(C)CN(CCCNC(=O)C2CCN(S(=O)(=O)N3CCCCC3)CC2)C1 (stereo not drawn),-0.13,1620,1,/,/,/,/,1.7,1342,i,1.1,-10%,-0.81,-0.32,-0.61,1.3,4.4,1.6,1.1
COc1ccccc1Nc1nc(NCc2ccco2)c2ccccc2n1,-2.2,708,/,i,46,-9,725,1.1,1295,i,0.6,/,-0.25,-0.24,0.33,0.64,/,/,/
CCCCN(CC)CCCNC(=O)Cn1nc(Cc2cccnc2)c2ccccc2c1=O,0.56,1235,1,i,14,5,748,2.4,1208,i,1.5,14%,-0.84,-0.26,-0.3,0.41,1.6,1.3,4.8
O=C(CN1CCN(c2ccc(Cl)cc2)CC1)Nc1ccc(F)cc1,/,/,1.1,i,42,-9,709,/,/,i,1.7,10%,-0.45,-0.23,-0.33,-0.6,1.9,1.6,3.5
Cn1c(=O)c2c(ncn2CC(=O)N/N=C/C=C/c2ccco2)n(C)c1=O,-0.18,1067,/,i,41,-4,712,-0.6,1298,i,0.4,/,-0.83,-0.27,-0.49,1.1,/,/,/
Cc1nc(SCc2ccccc2F)c2cnn(-c3ccccc3)c2n1,-1.4,1145,1,i,54,-8,677,4.0,1108,/,/,0%,-0.3,-0.26,-0.068,0.068,3.1,3.0,11
CCOc1ccc(C(=O)NC(=S)Nc2ccc(NC(=O)CC)cc2)cc1[N+](=O)[O-],-0.07,1397,1.1,i,44,-5,582,0.4,998,i,0.6,-4%,1.1,-0.26,0.52,-0.42,2.3,1.3,4.1
O=C1C2CCCN2C(c2ccccc2)N1c1cccc(Cl)c1 (stereo not drawn),0.34,929,1,i,34,/,/,/,/,i,2.3,0%,-0.72,-0.25,-0.35,0.23,3.1,4.4,3.4
COC(=O)c1[nH]c2ccc(C)cc2c1NC(=O)C1=COCCO1,-0.04,1373,1,i,19,18,776,-6.3,1176,i,1.0,13%,-0.18,-0.32,0.099,-0.049,0.9,1.2,9.2
C=C(C)CNC(=O)c1ccc(OC2CCN(S(=O)(=O)N(C)C)CC2)cc1,-0.66,1454,1.1,i,16,0,637,-3.4,1077,i,0.5,0%,-0.18,-0.33,-0.64,1,2.1,0.9,7.8
COC(=O)c1ccn(Cc2ccccc2Cl)n1,/,/,1.1,/,/,4,731,-0.7,1077,i,1.3,9%,-1.3,-0.32,-0.78,1.1,3.7,1.7,2.9
CN1C(=O)c2oc3ccccc3c(=O)c2C1c1ccncc1 (stereo not drawn),0.7,1321,1,i,50,/,/,0.7,816,i,2.3,-63%,/,/,/,/,/,/,/
O=C(CSc1ccc2ccccc2n1)NCCC1=CCCCC1,-0.76,1651,1.1,i,27,-10,657,2.5,1090,i,0.2,9%,-0.14,-0.22,-0.2,0.037,3.7,3.0,1.9
CCn1ccc(C(=O)Oc2ccc(C(C)C)cc2)n1,-0.32,1936,1.1,i,52,2,733,-0.8,1115,i,7.8,0%,-0.18,-0.17,-0.19,-0.17,4.6,2.2,7.8
Cc1noc(C)c1S(=O)(=O)Nc1ccc(C(=O)O)cc1,1.2,1469,1.1,i,39,/,/,-3.8,881,i,0.6,2%,-0.5,-0.22,-0.01,0.36,4.9,3.0,2.6
CCOC(=O)CNC(=O)CSc1nc(Cc2cccs2)nc2ccccc12,/,/,1.2,i,6,/,/,/,/,i,2.8,10%,0.13,-0.24,-0.49,0.38,1.2,2.3,10
COc1ccc(C2C(C(=O)N3CCCCC3)c3ccccc3C(=O)N2C)cc1 (stereo not drawn),0.52,1455,1.1,i,28,/,/,0.8,1427,i,1.2,2%,-0.89,-0.18,-0.16,0.19,3.2,1.5,1.6
CCCc1cc(C(=O)N2CCN(C(c3ccccc3)c3ccccc3)CC2)no1,-0.83,1731,1.1,i,41,31,689,-0.9,1060,i,3.3,18%,-0.48,-0.21,0.075,0.52,3.7,2.5,6.8
N#CCCN(Cc1cccnc1)C(=O)c1ccc(S(=O)(=O)N2CCOCC2)cc1,0.15,1281,1.1,i,11,/,/,-4.6,911,i,0.6,4%,-1.6,-0.39,-0.9,0.8,3.2,1.4,3.2
O=C(CCN1C(=O)COc2ccccc21)NCCN1CCN(c2cccc(Cl)c2)CC1,-0.19,1095,1,i,18,-24,691,/,/,i,1.1,11%,0.54,-0.17,0.68,0.41,5.3,2.2,9.8
O=c1c2cc(N3CCOCC3)ccc2[nH]c(=S)n1Cc1ccco1,-0.32,1299,1,i,16,-5,751,-0.6,954,i,1.3,-31%,/,/,/,/,/,/,/
CCOc1ccc(NC(=O)Nc2ccc(NC(C)=O)cc2)cc1,0.37,1212,1,i,44,3,732,-0.5,1005,i,0.7,-2%,0.93,-0.25,0.51,0.48,5.4,2.7,6.3
CNc1ncc(C(=O)c2ccc(Br)cc2)s1,-1.3,1272,1.1,/,/,12,728,-1.2,1120,i,0.5,-11%,-0.22,-0.19,0.18,0.15,3.0,3.2,5.9
Cc1cc(NC(=O)NC(C(F)(F)F)C(F)(F)F)no1,1.3,1362,1.1,i,42,-2,757,-0.3,1130,i,0.5,18%,-0.97,-0.27,-0.36,0.65,4.0,0.8,6.6
Cc1ccc(NC(=S)Nc2cc(C(=O)O)ccc2N2CC3CC(C2)c2cccc(=O)n2C3)cc1C (stereo not drawn),/,/,1,i,32,-6,715,-0.8,1068,i,1.0,40%,-0.051,-0.33,0.19,-0.19,2.5,2.0,3.5

# As entered above.
# Entry of `Cc1cc(NC(=O)NC(C(F)(F)F)C(F)(F)F)no1` under bCat nuc transl cell count 5 µM: 1130
# Entry of `CCOc1ccc(NC(=O)Nc2ccc(NC(C)=O)cc2)cc1` under bCat nuc transl: -0.5
